ELG1 genotoxic: induces genotoxicity in HEK293T cells with luciferase-tagged ELG1; HEK293T ELG1-luciferase reporter, luminescence, 16 h; Potency, µM (highest dose often 46 µM), inactives show at the highest dose activity change, positive = activation, hits mostly activators; 1.3% of 330,000 active; AID 504466; also: % of control where 0% means no effect; nearly all actives have a fitted effect of over 60% in size
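Genotoxic stress is detected as increased luminescence from luciferase-tagged ELG1 in HEK293T cells, measured with ONE-Glo after a 16 hr treatment at 37 °C.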
FLuc counter: firefly luciferase modulation, counter-screen for miR-21 project. P08659. purified FLuc, Km substrates, luminescence inhibition. Potency, µM (titrated, usually from 57.5 µM), for inactives: top-dose activity change, negative = inhibition, usual class: inhibitors. 6.9% of 360,000 active;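 also: plate controls were vehicle for no effect and reference inhibitor for full effect; nearly all actives have a fitted effect of over 55% in size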
Target sequence (P08659 whole entry, looked up): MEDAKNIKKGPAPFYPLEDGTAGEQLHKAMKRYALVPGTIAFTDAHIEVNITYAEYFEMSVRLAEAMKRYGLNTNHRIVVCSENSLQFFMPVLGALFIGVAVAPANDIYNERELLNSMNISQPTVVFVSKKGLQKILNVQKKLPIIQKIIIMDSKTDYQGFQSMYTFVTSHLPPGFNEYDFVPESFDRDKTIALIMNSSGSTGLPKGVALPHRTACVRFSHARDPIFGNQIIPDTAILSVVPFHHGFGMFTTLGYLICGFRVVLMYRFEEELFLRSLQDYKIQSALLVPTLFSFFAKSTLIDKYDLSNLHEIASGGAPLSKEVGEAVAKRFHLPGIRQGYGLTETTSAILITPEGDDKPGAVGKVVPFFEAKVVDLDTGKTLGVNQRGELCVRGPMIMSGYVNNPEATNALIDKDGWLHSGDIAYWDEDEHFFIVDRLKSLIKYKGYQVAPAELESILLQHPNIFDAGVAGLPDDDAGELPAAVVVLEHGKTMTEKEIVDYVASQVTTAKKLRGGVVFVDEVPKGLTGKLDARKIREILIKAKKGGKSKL
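Purified P. pyralis luciferase (10nM final) with 10uM D-luciferin and 10uM ATP (Km levels) in 50mM Tris acetate pH 7.5, 10mM Mg acetate, 0.01% Tween-20, 0.05% BSA; qHTS 6-point titration, ~60 µM downward; luminescence read.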
p53 reactivator: restores transcriptional activity of mutant p53. AID 504706. 0.063% of 320,000 active. H1299 p53-A138V BP100-luciferase reporter, luminescence, 24 h. Potency, µM (top dose mostly 92.2 µM), without a hit: at the top dose activity change, positive = activation, actives largely listed as activators; also: % of control where 0% means no effect; nearly all actives have a fitted effect of over 45% in size
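p53-null H1299 cells stably carrying temperature-sensitive p53-A138V and a BP100-luciferase reporter were pinned with compounds (4-point, 1:5 series) and held 24 hrs at 37 deg C. Luminescence was read 10 min after detection reagent.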
MBNL1 CUG block: blocks human MBNL1 binding to CUG repeat RNA. Q9NR56. TR-FRET MBNL1-His/biotin-(CUG)12 binding, 665/545 ratio. Potency, µM (series often up to 57.5 µM), for inactives: at the top dose activity change, negative = inhibition, most hits filed as inhibitors. 0.036% of 280,000 active. AID 2675; active = well fitted inhibition curve with a large enough effect in the signal ratio, with a control signal flat, not every such curve was filed as active; inconclusive = small, poorly fitted or top-dose-only effect, or effect the other way, or a change in a side signal; inactive = no such curve, though single readings can be large or run the other way; the % refers to the signal ratio; also: % is scaled to controls: 0 for no effect and ±100 for the full control effect
Target sequence (Q9NR56 whole entry, looked up): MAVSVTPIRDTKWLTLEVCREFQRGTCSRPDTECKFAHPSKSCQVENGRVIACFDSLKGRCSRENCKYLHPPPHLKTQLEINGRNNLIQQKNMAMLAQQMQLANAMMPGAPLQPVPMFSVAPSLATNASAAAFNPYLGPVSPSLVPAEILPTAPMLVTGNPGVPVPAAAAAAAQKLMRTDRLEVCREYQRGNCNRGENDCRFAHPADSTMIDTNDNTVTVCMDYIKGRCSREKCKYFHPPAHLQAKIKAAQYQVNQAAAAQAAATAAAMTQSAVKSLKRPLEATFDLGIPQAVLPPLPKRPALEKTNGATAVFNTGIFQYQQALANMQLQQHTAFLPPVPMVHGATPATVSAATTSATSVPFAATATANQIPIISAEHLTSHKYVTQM
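MBNL1-His + Biotin-(CUG)12, cpd titration 92 nM–58 uM; Tb anti-His Ab 0.055 ng/ul, SA-XL665 5 nM (final); 60 min RT; ratiometric 665/545 nm, Ex 340 nm; normalized to buffer and full-complex controls.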
uPA surface inh: cell surface uPA generation inhibition | cell surface uPA generation assay, qHTS | Potency, µM (highest dose often 38.3 µM), for inactives: at the highest dose activity change, negative = inhibition, usual class: inhibitors | 0.31% of 330,000 active; active = well fitted inhibition curve with a large enough effect; inconclusive = small, poorly fitted or top-dose-only effect; inactive = no such curve, though single readings can be large or run the other way; tested in mouse RAW 264.7 cells; also: % is scaled to controls: 0 for no effect and ±100 for the full control effect; nearly all actives have a fitted effect of over 55% in size
CXXC DNA block: blocks binding of human MLL CXXC domain to DNA. Q03164. MLL-CXXC / FITC-HOXA9 DNA fluorescence polarization. Potency, µM (titrated, usually from 115 µM), inactives show top-dose activity change, negative = inhibition, hits mostly inhibitors. 0.037% of 290,000 active; active = well fitted inhibition curve with a large enough effect in the polarisation, with a control signal flat, not every such curve was filed as active; inconclusive = small, poorly fitted or top-dose-only effect, or effect the other way, or a change in a side signal; inactive = no such curve, though single readings can be large or run the other way; the % refers to the polarisation
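Purified MLL-CXXC (added from a 7 uM solution) was preincubated 5 min at ambient with pinned compounds in 50 mM Tris-HCl pH 7.5, 50 mM NaCl, 1 mM DTT, 0.05% BSA. Fluorescein-labeled HOX-A9 DNA (50 nM solution) followed, 30 min, then polarization read.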
RORgamma inh: ROR gamma (mouse) transcription inhibition. P51450. Drosophila S2 Gal4-RORgamma UAS-luciferase reporter, 20 h. Potency, µM (top dose mostly 53.6 µM), inactives show top-dose activity change, negative = inhibition, most hits filed as inhibitors. 5.4% of 310,000 active. AID 2551; also: % is scaled to controls: 0 for no effect and ±100 for the full control effect; nearly all actives have a fitted effect of over 60% in size
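In this cell-based reporter format, copper sulfate (700 uM final) drives Gal4–ROR gamma fusion expression from a metallothionein promoter in Drosophila Schneider cells; compounds preincubated 1 hr, reporter read after 20 hr at ambient temperature.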
Rab9 prom act: activates the Rab9 promoter; 2.8% of 320,000 active; Potency, µM (titrated, usually from 9.22 µM), for inactives: at the highest dose activation, negative = inhibition, hits mostly activators; AID 485297; Huh7 Rab9 promoter-luciferase reporter, luminescence, 24 h; also: % of control where 0% means no effect; nearly all actives have a fitted effect of over 60% in size
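Using Huh7 cells stably transfected with Rab9 promoter–luciferase, compounds were incubated 24 h at 37 °C, 5% CO2; luciferase luminescence was read 10 min after reagent addition.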
BRCA1 expr up: BRCA1 expression activation. MCF7-BRCA1-FFLuc reporter, luminescence, 48 h; response scale: scaled: vehicle 0%, 10 µM genistein 100%. Potency, µM (top dose mostly 46.1 µM), without a hit: at the top dose activation, hits mostly activators. 1.1% of 380,000 active; also: nearly all actives have a fitted effect of over 80% in size; some results filed as inactive show a strong effect at the top dose
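Cells: MCF7-BRCA1-FFLuc, 2000/well. Exposure: 48 h, 37 °C, 5% CO2. Read: luminescence, 15 min post-substrate. Controls: genistein 10 microM (maximal activation), DMSO (neutral).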
Gal4-VP16 FLuc: Gal4-VP16 reporter inhibition counter-screen; Drosophila S2 Gal4-VP16 UAS-luciferase, luminescence, 20 h; Potency, µM (highest dose often 53.6 µM), inactives show top-dose activity, negative = inhibition, usual class: inhibitors; 3.5% of 310,000 active;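 also: Gal4-VP16 expression switched on by copper sulfate through the metallothionein promoter; % is scaled to controls: 0 for no effect and ±100 for the full control effect; nearly all actives have a fitted effect of over 50% in size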
NPC1 promoter act: activators of NPC1 promoter; Huh7 NPC1 promoter luciferase reporter, 24 h; Potency, µM (highest dose often 9.22 µM), for inactives: at the top dose activation, hits mostly activators; 2.4% of 320,000 active;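 also: % of control where 0% means no effect; nearly all actives have a fitted effect of over 60% in size; reporter is driven by a mutant NPC1 promoter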
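Cells: Huh7 expressing luciferase under the NPC1 promoter, 1500/well. Seeded 2 h, compound added, incubated 24 h at 37 °C. Luciferase reagent, 10 min ambient, then luminescence.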
An asterisk follows results filed as active; ? = inconclusive; / = not tested or not shown; & = joins results of further samples; ! = repeats disagree; [ ] = remark or other dose. Unless noted, calls follow the shape of the dose curve; as a rule, active = well fitted curve in the direction sought with a large enough effect; inconclusive = small, poorly fitted or top-dose-only effect, or another doubt; inactive = no such curve, though single readings can be large; an effect the other way counts as inactive or inconclusive. Potency is read from the fitted curve at half-maximal effect. The list is partial; the hit share may differ from the screen's.

Molecule | ELG1 genotoxic | FLuc counter | p53 reactivator | MBNL1 CUG block | uPA surface inh | CXXC DNA block | RORgamma inh | Rab9 prom act | BRCA1 expr up | Gal4-VP16 FLuc | NPC1 promoter act
O=C1CC(NCc2ccccc2F)C(=O)N1c1ccccc1 (stereo not given) | 1% | 0% | -4% | -9% | / | -1% | -16% | 10% | -30% | 4% | -1%
CN1C(=O)C(O)(CC(=O)c2ccncc2)c2ccccc21 (stereo not given) | -1% | 1% | 2% | ? | -1% | 2% | -68% | -6% | -10% | 13% | 2%
CC(C)(C)NC(=O)COC(=O)c1nsc(Cl)c1Cl | 0% | 3% | 0% | ? | 4% | 4% | 29% | -4% | 4% | -4% | 0%
CC1CC(=O)Nc2ccccc2S1(=O)=O (stereo not given) | / | 0% | / | 0% | 2% | 13% | 1% | / | 8% | 2% | /
Cc1ccc(C(=O)Nc2ccc(C(=O)NCC3CCCO3)cc2)cc1 (stereo not given) | 4% | ? | 4% | 0% | -1% | 11% | -17% | 1% | 0% | -28% | 0%
CNc1ccc(C(=O)c2ccccc2C(=O)O)cc1[N+](=O)[O-] | 1% | -2% | 2% | ? | -4% | 0% | -3% | 1% | 12% | 7% | 0%
CCOC(=O)c1ccc(NC(=O)C2(c3ccc(Cl)cc3)CCCC2)cc1 | -2% | 3% | -3% | -20% | -1% | 3% | ? | -2% | -38% | 1% | -2%
Cn1c(-c2ccc(Br)cc2)cnc1NCc1cccnc1 | -2% | -2% | 8% | -3% | 2% | -6% | -9% | -2% | 0% | -2% | -1%
O=C(O)CNS(=O)(=O)c1ccc(Br)s1 | -6% | 0% | 2% | -7% | 2% | -13% | 2% | 10% | -7% | -5% | -4%
CSCC[C@H](NC(=O)C1CCCC1)c1nc2ccccc2[nH]1 | 0% | -1% | -2% | 5% | -2% | 4% | 0% | -1% | 4% | -14% | 2%
COC(=O)c1ccccc1NC(=O)NC1CCC(C)CC1 (stereo not given) | 13% | ? | 5% | 6% | -21% | -3% | 22% | 1% | ? | 2% | 2%
O=C(NCc1ccco1)c1nc2ccccc2s1 | ? | ? | / | 2% | -9% | 2% | 0% | 19% | ? | ? | 3%
Cc1ccc(CSCc2ccc(C(=O)NC3CC3)o2)cc1 | 4% | ? | ? | -2% | -2% | -4% | 43% | -1% | 12% | -26% | -1%
CCn1nc(C(=O)OCC(=O)c2ccc3c(c2)OCCO3)c2ccccc2c1=O | -1% | 2.4µM* | 8% | -2% | 0% | 1% | 2% | -6% | -13% | 4% | 0%
O=S(=O)(/C(=C/c1ccc(C(F)(F)F)cc1)c1nc2ccccc2[nH]1)c1ccccc1 | -12% | 4% | -34%[inhibitor] | -6% | -8% | -6% | 14µM* | -43%[inhibitor] | -85%[inhibitor] | 5.6µM* | -34%[inhibitor]
COC(=O)c1ccc(C(=O)OC)c(NC(=S)N2CCN(c3ccc(F)cc3)CC2)c1 | -2% | 4% | 0% | -14% | 1% | 5% | ? | -2% | 0% | 7% | 0%
CC(C)Oc1ccccc1NC(=O)CSc1nccn1C | 1% | -1%&-5% | -5% | -3% | 6% | -5% | -7% | 0% | -4% | -2% | 2%
O=C(OCc1ccccc1Cl)c1ccc(-n2cnnc2)cc1 | -4% | 0% | 1% | 3% | 3% | 4% | 15% | 1% | 0% | -7% | 0%
Cc1cccc(CS(=O)(=O)c2ncc(Cl)c(C(=O)Nc3c(C)cccc3C)n2)c1 | -13% | 4% | -26% | -3% | ? | 1% | ? | -14% | -37% | 8.9µM* | -10%
COc1ccccc1NC(=O)COc1ccc(C(=O)OCC(=O)N2CCCC2=O)cc1OC | -4% | 1% | 1% | 3% | -1% | -8% | 14% | -1% | 9% | -15% | 2%
Cc1cc(SCc2ccc(F)cc2)nc(=O)[nH]1 | 5% | -2% | -2% | -3% | 3% | -8% | 10% | 2% | 7% | -5% | 4%
N#CC(C#N)=C/C=C(\Nc1ccc(Cl)cc1)c1ccc(Cl)cc1 | -5% | -1% | -2% | ? | 0% | 12% | 2% | -5% | -36% | 6% | 7%
O=C(CNc1ccccc1)Nc1cccc2ccccc12 | -6% | 3% | -15% | 13% | 3% | 0% | -8% | 6% | -4% | 2% | 7%
CCc1c(C)nc2ncnn2c1N1CCC(C(=O)N2CCN(c3ccccc3)CC2)CC1 | -8% | -2% | -3% | 1% | / | 3% | -19% | 6% | / | -11% | -1%
CC(C)(C)CC(C)(C)NC(=S)N1CCN(Cc2ccc3c(c2)OCO3)CC1 | -3% | 0% | 3% | / | 7% | 4% | -29% | -2% | 18% | 16% | -14%

Carrying on.
Molecule | ELG1 genotoxic | FLuc counter | p53 reactivator | MBNL1 CUG block | uPA surface inh | CXXC DNA block | RORgamma inh | Rab9 prom act | BRCA1 expr up | Gal4-VP16 FLuc | NPC1 promoter act
Nn1c(-c2ccc(F)cc2)nc2ccccc2c1=O | -1% | -3% | 0% | -7% | 10% | -4% | 0% | 5% | 15% | -18% | -2%
Cc1ccc(/C=N/NC(=O)C[n+]2ccccc2)o1 | 2% | 0% | 0% | 4% | 0% | 0% | 4% | 11% | 0% | -1% | -8%
Cc1c(Nc2ncnc3c2cnn3-c2ccccc2)c(=O)n(-c2ccccc2)n1C | 0% | 3% | -5% | 3% | 5% | -11% | -6% | -4% | 1% | -4% | 1%
C=CCc1cccc(/C=N/NC(=O)CNc2ccccc2)c1O | / | 1% | / | 3% | -8% | -2% | 1.6µM* | / | -90%[inhibitor] | ? | /
CC1(C)Cc2c(sc(NC(=O)C(=O)N3CCN(CCO)CC3)c2C(N)=O)CO1 | -1% | 0% | -2% | 4% | 1% | 5% | -18% | -3% | 15% | -5% | 1%
Cc1ccc(OCCC(=O)OCC(=O)Nc2cc(C)nn2-c2ccccc2)cc1 | -2% | ? | 10% | -2% | -13% | 39%[activator] | -4% | 4% | -4% | -8% | -3%
O=C(Nc1nnc(S(=O)(=O)N2CCOCC2)s1)c1cccc(F)c1 | -2% | 15µM*! | 20% | -2% | -12% | / | 35% | ? | ? | 2% | ?
COc1ccc(CCNC(=O)C2CCCN2C(=O)NC2CCCCC2)cc1OC (stereo not given) | 0% | 0% | -13% | -1% | -2% | -3% | 1% | 3% | 0% | 3% | -2%
Cc1ccc(C2(CCNS(=O)(=O)c3ccc(C)cc3)CCOC(C(C)C)C2)cc1 (stereo not given) | -2% | -3% | 3% | ? | -20% | -6% | 5% | -2% | -44% | ? | -2%
Cc1cccn2c(=O)c(/C=C(\C#N)C(=O)NC3CCS(=O)(=O)C3)c(Oc3ccccc3Cl)nc12 (stereo not given) | 3% | -3% | 11% | ? | -6% | -5% | 41% | 16% | -40% | 1% | 5%
CCn1ccnc1CN1CCc2c([nH]c3ccccc23)C1C(C)(C)C (stereo not given) | -10% | 4% | -3% | 3% | 8% | -16% | 4.5µM* | -3% | -26% | ? | -3%
O=C(COc1ccc(C2SCCS2)cc1)Nc1ccc(Cl)cc1 | 1% | -5% | 4% | 1% | 1% | -14% | 26% | -2% | -2% | -9% | 3%
CCOc1ccc(S(=O)(=O)n2nc(C)cc2C)c2ccccc12 | 7% | 2% | 4% | 1% | -3% | 11% | 4%[0.365 µM] | 1% | -23% | / | -3%
CCC(C)NCCCCOc1ccc(Br)cc1 (stereo not given) | -5% | 0% | -7% | -5% | 3% | 3% | -15% | -6% | -10% | -2% | -5%
O=C(CCS(=O)(=O)c1ccc2c(c1)NC(=O)CO2)NCc1ccccc1 | 0% | -3% | -6% | -4% | -1% | 0% | 2% | -5% | -9% | -4% | -4%
CSc1nc(NCc2ccco2)c2sc3nc(C(C)C)c4c(c3c2n1)CC(C)(C)OC4 | 0% | 0% | 27% | 3% | 1% | -4% | -14% | -1% | 0% | -4% | -1%
Cn1c(N2CCN(C(c3ccccc3)c3ccccc3)CC2)nc2ccccc21 | -12% | 1% | -41%[inhibitor] | 4% | -6% | 6% | 11µM* | -4% | -46% | 13µM* | -1%
COc1ccc(CNC(=O)CCC(=O)Nc2cccnc2)cc1 | 1% | 0% | 6% | 5% | 2% | -4% | 1% | 0% | 1% | 2% | -1%
COc1ccc(OC)c2[nH]c(=O)c(CCNC(=O)C(C)(C)C)cc12 | 4% | 5% | -3% | 0% | 0% | -3% | -3% | 1% | -18% | 3% | 2%
